Screens from PubChem.
DT40 TDP1 CPT: DT40-hTDP1 cell growth loss with CPT; hit rate 12% among 420,000; chicken DT40 Tdp1-/-;hTDP1 cells + 20 nM CPT, ATP luminescence, 48 h; Potency, µM (series often up to 46.2 µM), inactives show top-dose activity change, negative = growth inhibition, most hits filed as inhibitors; AID 686979; further: nearly all actives have a fitted effect of over 55% in size
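Cell growth measured by CellTiter-Glo luminescence after a minimum 48 h, 37 C compound exposure with 20 nM CPT in Tdp1-knockout DT40 cells stably expressing hTDP1, seeded 400/well; qHTS titration format.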
KAT2A inh: blocks human GCN5L2 histone acetyltransferase; Potency, µM (titrated, usually from 58.9 µM), for inactives: at the highest dose activity change, negative = inhibition, usual class: inhibitors; GCN5L2 HAT assay, ThioGlo1 CoA-SH fluorescence; Q92830; AID 504327; hit rate 0.21% among 390,000
Target sequence (Q92830 whole entry, looked up): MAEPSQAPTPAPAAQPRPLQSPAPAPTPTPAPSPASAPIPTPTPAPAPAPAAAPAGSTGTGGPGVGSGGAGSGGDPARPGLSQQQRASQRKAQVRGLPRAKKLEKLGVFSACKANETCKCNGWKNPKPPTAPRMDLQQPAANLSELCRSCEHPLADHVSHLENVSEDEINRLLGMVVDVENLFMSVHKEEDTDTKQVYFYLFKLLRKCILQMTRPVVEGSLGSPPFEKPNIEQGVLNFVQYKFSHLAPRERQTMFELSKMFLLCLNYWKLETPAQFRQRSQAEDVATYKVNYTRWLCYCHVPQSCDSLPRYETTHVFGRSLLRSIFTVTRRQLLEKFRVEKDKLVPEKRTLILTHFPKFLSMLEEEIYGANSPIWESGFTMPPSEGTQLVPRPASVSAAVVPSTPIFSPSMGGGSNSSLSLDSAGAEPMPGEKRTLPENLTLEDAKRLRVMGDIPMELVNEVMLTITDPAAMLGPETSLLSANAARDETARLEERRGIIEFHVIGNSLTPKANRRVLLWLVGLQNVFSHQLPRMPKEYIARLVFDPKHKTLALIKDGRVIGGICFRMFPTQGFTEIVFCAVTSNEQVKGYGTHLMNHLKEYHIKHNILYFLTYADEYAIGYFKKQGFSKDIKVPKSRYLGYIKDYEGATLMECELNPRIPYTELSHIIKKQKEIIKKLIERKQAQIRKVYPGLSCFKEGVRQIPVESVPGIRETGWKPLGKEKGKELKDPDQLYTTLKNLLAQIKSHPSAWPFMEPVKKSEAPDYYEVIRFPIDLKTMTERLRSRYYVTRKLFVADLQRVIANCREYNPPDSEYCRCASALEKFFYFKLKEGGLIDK
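Fluorescence readout, Ex340nm/Em540nm: ThioGlo1 (50uM final) reacts with free CoA thiol released as 20nM GCN5L2 acetylates H3(1-25) peptide (75uM) using acetyl-CoA (70uM). Compound and enzyme sat 15 min beforehand; 20 min room-temperature reaction.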
TDP1 cell noCPT: qHTS for Inhibitors of human tyrosyl-DNA phosphodiesterase 1 (TDP1): qHTS in cells in absence of CPT. DT40 Tdp1-/- hTDP1 cells, no CPT, ATP luminescence, 48 h. Potency, µM (series often up to 46.2 µM), for inactives: at the top dose activity change, negative = growth inhibition, hits mostly inhibitors. hit rate 15% among 420,000. AID 686978, 2013; further: nearly all actives have a fitted effect of over 55% in size
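Growth kinetics read by CellTiter-Glo luminescence after ≥48 hr at 37 °C. Cells: DT40 Tdp1-/- stably carrying human TDP1, 400 per well, compound exposure in the absence of CPT (DMSO vehicle).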
* hit, by the source's call; ? = inconclusive; . = not tested or not shown; & = joins results of further samples; [ ] = dose if it differs, or a comment. The call rests on the fitted dose curve; in most records, active means well fitted curve in the direction sought with a large enough effect; inconclusive means small, poorly fitted or top-dose-only effect, or another doubt; inactive means no such curve, though single readings can be large; an effect the other way counts as inactive or inconclusive. On the % scale 0 is the no-effect control and ±100 the full control effect; potency means the concentration at half of the fitted maximal effect. These rows are one share of the data; the hit share may differ from the screen's.

Each structure is followed by: DT40 TDP1 CPT	TDP1 cell noCPT	KAT2A inh
#1 CCC1Sc2ccc(S(=O)(=O)CCC(=O)Nc3ccc(NC(C)=O)cc3)cc2NC1=O (centres undefined)
  -10%	18%	-5%
#2 CSCCC(NC(=O)c1cccc([N+](=O)[O-])c1)c1nc2ccccc2[nH]1 (centres undefined)
  -6%	-5%	-18%
#3 O=C(CCNS(=O)(=O)c1ccccc1C(F)(F)F)NNC(=O)c1csc(N2CCOCC2)n1
  -6%	-25%	-19%
#4 c1ccc(CCNc2ncnc3ccccc23)cc1
  0.52µM*	0.65µM*	-24%
#5 COc1cc(CNC(=O)c2nc(Cn3nc(C)c(Br)c3C)no2)cc(OC)c1
  29µM*	?	-22%
#6 COCc1c(C(=O)Nc2ccc(Cl)cc2F)oc2ccccc12
  -10%	-26%	-4%
#7 O=C(NCc1nnc(SCC(=O)N2CCCCC2)o1)c1ccc(F)cc1
  -11%	-1%	-18%
#8 C[C@H](NC(=O)C1CCN(S(=O)(=O)c2ccccc2)CC1)C(=O)NCc1cccc(C(F)(F)F)c1
  -27%	-21%	-8%
#9 CC(C)[C@@H]1Cc2[nH][nH]c(=O)c2[C@H](CCc2ccccc2)O1
  -17%	?	.
#10 O=C(C[C@@H]1C/C=C/CC[C@@H](Cc2ccc(F)cc2)C(=O)OCCNC1=O)N[C@H](CO)Cc1ccccc1
  ?	?	-7%
#11 COc1cc(OC)c2c(C)cc(=O)oc2c1
  10%	4%	-19%
#12 CC1CN(C(=O)CN2C(=O)NC3(CCCCCCC3)C2=O)CC(C)O1 (centres undefined)
  -19%	11%	-2%
#13 Cn1c(C(=O)N2CCCC(C(=O)c3ccc(C(F)(F)F)cc3)C2)cc(=O)n(C)c1=O (centres undefined)
  -5%	?	-4%
#14 COc1ccc(N(C(=O)CNC(=O)c2cccs2)C(C(=O)NCC2CCCO2)c2ccccc2)cc1OC (centres undefined)
  3%	?	0%
#15 COc1ccc(CC(=O)NNS(=O)(=O)c2ccc(F)cc2)cc1
  ?	-23%	2%
#16 COc1ccccc1NS(=O)(=O)c1ccc(O)c(C(N)=O)c1
  -8%	-21%	2%
#17 CCCCN(CCCC)Cc1cc(=O)oc2cc(C)c(Cl)cc12
  ?	?	.
#18 COc1ccc(C2CC(c3ccc(Cl)cc3)n3nc(N)nc3N2)cc1 (centres undefined)
  -25%	-18%	-7%
#19 CSc1ccccc1NC(=O)CSCc1nc2sc(C)c(C)c2c(=O)[nH]1
  -21%	?	-3%
#20 C#CCOCCOCCOCCNc1nc(N2CCN(C(=O)[C@H](CCCCN)n3cc([C@@H](N)[C@H](C)CC)nn3)CC2)nc(N2CCN(C(=O)[C@H](CCCCN)n3cc([C@@H](N)CC(N)=O)nn3)CC2)n1
  -27%	-6%	-1%
#21 O=C(CCCOc1ccc(Cl)cc1Cl)N1CCN(c2ccccn2)CC1
  -16%	?	-11%
#22 Cc1ccc(-n2nc3c(c2NC(=O)C(C)(C)C)CSC3)c(C)c1
  8%	2%	-14%
#23 CC(C)(C)c1nnc(N/N=C/c2cc(Br)ccc2O)n(N)c1=O
  2.6µM*	2.3µM*	-4%
#24 O=C(OCC(=O)c1c[nH]c2ccccc12)c1ccc(Br)o1
  -18%	-49%	-8%
#25 N#Cc1c(N)n(CCc2ccc(F)cc2)c2nc3ccccc3nc12
  ?	?	-8%
#26 c1ncc2snnc2n1
  -15%	-15%	.
#27 CC1(C)Oc2ccc3ccc(=O)oc3c2C[C@H]1O[C@@H]1O[C@H](CO)[C@@H](O)[C@H](O)[C@H]1O
  -12%	2%	-3%
#28 COc1ccc(N2CCN(C(=O)CSc3nnc4c5cc(C)ccc5n(C)c4n3)CC2)cc1
  ?	?	-3%
#29 O=C(O)c1cc2cc(F)ccc2[nH]1
  -22%&-28%	-18%&-16%	-2%&-5%&0%
#30 O=C(/C=C1\SC(=O)N(CC(=O)Nc2ccc(F)cc2)C1=O)Nc1ccc(Cl)cc1
  -15%	-14%	0%
#31 CCC(CC)C(=O)N1CCN(Cc2nc3ccccc3c(=O)[nH]2)CC1
  -14%	1%	4%
#32 CCOCCCNC(=O)C1CCC(CNS(=O)(=O)c2ccc(Cl)cc2)CC1 (centres undefined)
  -24%	-24%	1%
#33 COc1cccc(NC(=S)NC2CC(C)CC(C)(C)C2)c1 (centres undefined)
  21µM*	23µM*	.
#34 N#Cc1nccnc1N1CCN(C(=O)Nc2ccccc2)CC1
  1%	-2%	-14%
#35 CCc1nnc(NC(=O)CCc2c[nH]c3ccccc23)s1
  2%	-15%	-3%
#36 O=C1CCC/C(=N\NC(=O)c2ccc(COc3ccccc3-c3ccccc3)cc2)C1
  ?	?	-3%
#37 Cc1ccc(S(=O)(=O)N2CCC(C(=O)NC3CC(C)(C)NC(C)(C)C3)CC2)cc1C
  -1%	-10%	2%
#38 COc1ccccc1-c1nc(C#N)c(N2CCN(c3cccc(Cl)c3)CC2)o1
  ?	?	3%
#39 COc1ccc(CCNC(=O)CCC(=O)Nc2ccc3nc(N4CCN(C)CC4)cc(C)c3c2)cc1OC
  -8%	-1%	-12%
#40 CC12CCC(C(=O)N(NC(=O)c3ccc(O)cc3)C1=O)C2(C)C (centres undefined)
  -15%	-9%	-1%

Nos. 27 through 39, quoted:
Each structure is followed by: DT40 TDP1 CPT	TDP1 cell noCPT	KAT2A inh
#27 CC1(C)Oc2ccc3ccc(=O)oc3c2C[C@H]1O[C@@H]1O[C@H](CO)[C@@H](O)[C@H](O)[C@H]1O
  -12%	2%	-3%
#28 COc1ccc(N2CCN(C(=O)CSc3nnc4c5cc(C)ccc5n(C)c4n3)CC2)cc1
  ?	?	-3%
#29 O=C(O)c1cc2cc(F)ccc2[nH]1
  -22%&-28%	-18%&-16%	-2%&-5%&0%
#30 O=C(/C=C1\SC(=O)N(CC(=O)Nc2ccc(F)cc2)C1=O)Nc1ccc(Cl)cc1
  -15%	-14%	0%
#31 CCC(CC)C(=O)N1CCN(Cc2nc3ccccc3c(=O)[nH]2)CC1
  -14%	1%	4%
#32 CCOCCCNC(=O)C1CCC(CNS(=O)(=O)c2ccc(Cl)cc2)CC1 (centres undefined)
  -24%	-24%	1%
#33 COc1cccc(NC(=S)NC2CC(C)CC(C)(C)C2)c1 (centres undefined)
  21µM*	23µM*	.
#34 N#Cc1nccnc1N1CCN(C(=O)Nc2ccccc2)CC1
  1%	-2%	-14%
#35 CCc1nnc(NC(=O)CCc2c[nH]c3ccccc23)s1
  2%	-15%	-3%
#36 O=C1CCC/C(=N\NC(=O)c2ccc(COc3ccccc3-c3ccccc3)cc2)C1
  ?	?	-3%
#37 Cc1ccc(S(=O)(=O)N2CCC(C(=O)NC3CC(C)(C)NC(C)(C)C3)CC2)cc1C
  -1%	-10%	2%
#38 COc1ccccc1-c1nc(C#N)c(N2CCN(c3cccc(Cl)c3)CC2)o1
  ?	?	3%
#39 COc1ccc(CCNC(=O)CCC(=O)Nc2ccc3nc(N4CCN(C)CC4)cc(C)c3c2)cc1OC
  -8%	-1%	-12%

(listing goes on)
Each structure is followed by: DT40 TDP1 CPT	TDP1 cell noCPT	KAT2A inh
#41 CCc1ccc(NC(=O)C(NS(=O)(=O)c2cccc3nsnc23)c2ccccc2)cc1 (centres undefined)
  ?	26µM*	-15%&-15%
#42 Cc1ccc(S(=O)(=O)Nc2ccc3c(c2)C(=O)N([C@@H](C)CO)C[C@@H](C)[C@@H](CN(C)CC2CC2)OCCCC[C@@H](C)O3)cc1
  ?	?	.
#43 ClC1(Cl)CC1Cn1cnc2ccccc21 (centres undefined)
  ?	-5%	-11%
#44 CC(C)CC(CO)N1CCN(C(=O)c2ccccc2)CCC1=O (centres undefined)
  -23%	0%	.
#45 CCN(Cc1nc2ccccc2c(=O)[nH]1)C(=O)c1cc2c(s1)CCCCC2
  15µM*	?	0%
#46 Cc1ccc(NC(=O)CN2C(=O)C(C)(C)c3ccccc32)cc1
  1%	?	-3%
#47 Oc1ccccc1CNc1cnc2ccccc2c1
  23µM*	23µM*	1%
#48 CCCCOC(=O)c1ccc(NC(=O)C(=O)NCC2CCCO2)cc1 (centres undefined)
  ?	?	-12%
#49 Cc1n[nH]c(=O)c2c(NC(=O)CSc3nc4ccccc4c(=O)n3CCCO)oc(C)c12
  ?	?	1%
#50 COc1ccccc1NS(=O)(=O)c1cc(NC(=O)CCc2nc3ccccc3c(=O)[nH]2)ccc1C
  ?	?	0%
#51 COc1ccc(/C=C/C(O)=C2/C(=O)N(C)C3(C)CC2c2ccccc2O3)cc1 (centres undefined)
  23µM*	21µM*	-29%
#52 Cc1cc(C)nc(CCNC(=O)C2CCC(=O)N(Cc3ccccc3F)C2)n1 (centres undefined)
  3%	1%	-2%
#53 CSc1ncccc1C(=O)OCC(=O)NC(C)CCc1ccccc1 (centres undefined)
  1%	-8%	-3%
#54 CCOc1ccc(CCN2C(=S)N([C@@H](Cc3ccc(O)cc3)CN3CCC[C@@H]3CN3C(=S)NC[C@@H]3CC(C)C)C[C@@H]2Cc2ccccc2)cc1
  4.6µM*	5.2µM*	.
#55 CC1CCc2nc(/C(C#N)=C/c3ccncc3)sc2C1 (centres undefined)
  18µM*	?	-7%
#56 CCC(C(=O)OCC(=O)NCc1ccc2c(c1)OCO2)c1ccccc1 (centres undefined)
  -11%	16%	1%
#57 CS(=O)(=O)c1ccc(C(=O)Nc2ccccc2N2CCOCC2)c(Cl)c1
  1%	-15%	-1%
#58 O=C(CN1CCN(c2ccccc2)CC1)Nc1cccc([N+](=O)[O-])c1
  -14%	-20%	-1%
#59 CC(=O)N1c2ccc3ccccc3c2C(C)CC12CCCCC2 (centres undefined)
  ?	?	-3%[0.501 µM]
#60 Cc1cccc(NC(=O)NCC(c2ccc(F)cc2)N2CCN(C)CC2)c1 (centres undefined)
  -20%	?	-4%
#61 CSc1ccc(CN2CCc3c([nH]c4ccccc34)C2)cc1
  -30%	?	-5%
#62 CCCN1C(=O)/C(=C/c2ccc(OCc3ccc(C(=O)O)cc3)c(OC)c2)NC1=S
  10%	-27%	.
#63 COc1ccc(C2C(C(N)=O)=C(C)Nc3nc(CCCO)nn32)c(OC)c1 (centres undefined)
  -17%	3%	2%
#64 COc1ccc(OC)c(NCc2nnc(-c3ccccc3)o2)c1
  -23%	-19%	-9%
#65 COc1ccc(N2CCN(C(=O)c3nn(-c4ccc(C)cc4)c(=O)n(C)c3=O)CC2)cc1
  ?	?	-3%
#66 COc1ccccc1NCC(O)COc1ccc(C(C)(C)C)cc1 (centres undefined)
  15µM*	16µM*	-12%
#67 c1ccc(COc2ccccc2CNC2CCCC2)cc1
  ?	?	-3%
#68 CC(C)c1ccc(C2(O)C(=O)Nc3cc(Br)ccc32)c(O)c1 (centres undefined)
  ?	?	-14%
#69 Cc1[nH]nc(SCC(=O)NCc2ccc(Cl)cc2)c1[N+](=O)[O-]
  -18%	-20%	-1%
#70 CC(C)CCNC(=O)CN(Cc1ccco1)C(=O)c1snc(C(N)=O)c1N
  3%	-17%	-9%
#71 CCNS(=O)(=O)c1ccc(CCC(=O)N2CCN(C(=O)OCC)CC2)cc1
  -5%	-14%	1%
#72 COCCNC(=O)C1(C)CCN(C(=O)Cc2ccc(OC)c(OC)c2)C1 (centres undefined)
  -7%	-4%	.
#73 COc1ccc(CNC(=O)/C=C/c2cc([N+](=O)[O-])ccc2OC(F)F)cc1OC
  -29%	-26%	-4%
#74 CC(=O)c1c(N2CCN(C)CC2)nc(=S)n(Cc2ccccc2)c1C
  -7%	9%	0%
#75 O=C(NNC(=O)c1ccccc1O)c1cccc(Br)c1
  ?	?	-10%
#76 CCCCCC1CC(CC#CCN2CCOCC2)C(=O)O1 (centres undefined)
  5%	-1%	-3%
#77 C=C(C1=CCN(S(=O)C(C)(C)C)[C@H]1CCO)c1ccccc1 (some centres undefined)
  13µM*	?	.
#78 CC(=O)CSc1cc(C)nc2c(-c3ccccc3)c(C)nn12
  13%	?	-5%
#79 COc1cccc(NC(=O)CN(C)C(=O)c2ccc(COc3ccccc3)cc2)c1
  ?	16µM*	-2%
#80 CC(=NCc1cccnc1)C1=C(O)c2ccccc2C1=O
  -10%	14%	2%
#81 COc1cccc(CSc2nc3ccccc3c3nc(CCn4c(C)nc5ccccc54)nn23)c1
  ?	-26%	-2%
#82 CCc1cc(=O)oc2c(C)c(OCC(=O)NCCN3CCOCC3)ccc12
  23µM*	?	-4%
#83 CCn1c2c(c(=O)n3ncc(C(=O)N4CCN(c5ccccc5)CC4)c13)CN(Cc1ccc(OC)cc1)CC2
  16µM*	16µM*	5%
